12-LOX inh – inhibitors of human 12S-lipoxygenase ALOX12. P18054. purified 12hLO, xylenol orange hydroperoxide absorbance. Potency, µM (top dose mostly 108 µM), for the others: at the top dose activity change, negative = inhibition, hits mostly inhibitors. actives 1.1% (n = 580,000); active means well fitted inhibition curve with a large enough effect; inconclusive means small, poorly fitted or top-dose-only effect, or another doubt; inactive means no such curve, though single readings can be large or run the other way
Target sequence (P18054 whole entry, looked up): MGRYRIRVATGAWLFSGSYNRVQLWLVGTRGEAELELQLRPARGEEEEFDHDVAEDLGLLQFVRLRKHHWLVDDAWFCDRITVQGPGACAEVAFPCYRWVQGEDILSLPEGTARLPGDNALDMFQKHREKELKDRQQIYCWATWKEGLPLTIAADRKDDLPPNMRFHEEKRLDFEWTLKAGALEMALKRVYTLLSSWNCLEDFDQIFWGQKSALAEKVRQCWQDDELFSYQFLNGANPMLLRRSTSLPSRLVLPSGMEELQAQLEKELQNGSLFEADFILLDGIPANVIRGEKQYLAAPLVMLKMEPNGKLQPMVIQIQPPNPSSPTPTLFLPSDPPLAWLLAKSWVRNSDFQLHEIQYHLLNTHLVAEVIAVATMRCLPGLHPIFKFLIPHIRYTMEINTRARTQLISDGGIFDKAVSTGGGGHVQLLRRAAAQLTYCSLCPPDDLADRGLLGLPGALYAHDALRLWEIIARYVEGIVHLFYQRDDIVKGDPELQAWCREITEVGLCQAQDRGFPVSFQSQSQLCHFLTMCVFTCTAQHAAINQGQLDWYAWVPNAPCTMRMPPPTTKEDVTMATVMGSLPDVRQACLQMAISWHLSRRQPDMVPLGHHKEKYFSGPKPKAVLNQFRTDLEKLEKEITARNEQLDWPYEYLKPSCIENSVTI
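Purified human 12hLO (150 nM final) in 25 mM Hepes, 0.01% Triton X-100, pH 7.0 was preincubated 15 min at room temperature with compound. Then 40 uM arachidonic acid was added, 30 min. Hydroperoxide was read by Fe-XO absorbance ratio 573/405 nm.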
Numbers without * were called inactive; ? = inconclusive; [ ] = remark or other dose. On the % scale 0 is the no-effect control and ±100 the full control effect; potency means the concentration at half of the fitted maximal effect. This is a subset, so the mix of outcomes need not match the whole.

SMILES	12-LOX inh
c1ccc2cc(CN3CCN(Cc4c[nH]c5ccccc45)CC3)ccc2c1	1.8µM*
S=C1NN=C(c2ccccc2)C(c2ccccc2)N1 (stereo not drawn)	?
CCc1cc(=O)n(CC(=O)Nc2cc(OC)ccc2OC)c(-c2cccc(F)c2)n1	44%[activator]
CCc1cc2c(Sc3ccc(C(F)(F)F)cn3)ncnc2s1	-4%
CC(=O)Nc1cccc(C(=O)NCCn2ccn3nc(-c4ccc(C)cc4C)cc3c2=O)c1	2%
O=C1CC(c2ccccc2)N(C(=O)CNC(=O)Nc2ccccc2F)CCCCCN1 (stereo not drawn)	37%[activator]
COc1ccc(-c2cc(C(=O)N3C[C@@H](CN(C)C)[C@@H](CO)C3)[nH]n2)cc1	-3%
COc1cc(Cl)ccc1C(=O)N[C@@H]1CN(S(C)(=O)=O)C[C@H]1CN(C)C	-1%
O=C(c1cc2ccccc2[nH]1)N1CCC(C(=O)N2CCCCCC2)CC1	26%
Cc1cccc(C(=O)NCC23CCC=C2N(C)C(=O)CC3)c1 (stereo not drawn)	29%
CCNC(=O)CC1=C2CCCCC2NC1=O (stereo not drawn)	16%
COc1ccc(CNC(=O)[C@@H]2CCC[C@@H](NC(=O)C3CC3)CN(C)C(=O)C2)cc1	56%[activator][176 µM]
CN(C)[C@@H]1C(=O)C(C(=O)NCN2CCCC2)=C(O)[C@@]2(O)C(=O)C3=C(O)c4c(O)cccc4[C@@](C)(O)[C@H]3C[C@@H]12	47%[activator]
COc1cccc(CC(=O)Nc2ccc3c(c2)CN(C2CCCCC2)C(=O)CO3)c1	11%
CCc1cc2c(N3CCCC(C(=O)NCc4ccc(F)cc4)C3)ncnc2s1 (stereo not drawn)	-14%
CCS(=O)(=O)N1CCC2(CC1)NCCc1c2[nH]c2ccccc12	36%[activator]
CC(C)C(=O)NCCc1noc(-c2ccccc2)n1	9%
O=C(Nc1ccccc1)c1cnc2c(c1)N(C(=O)Cc1ccc(O)cc1)CCC2	-6%[176 µM]
CCOCC(=O)NC1CCN(c2cnn(Cc3ccccc3)c(=O)c2)CC1	35%[activator]
Cc1cc(C)c2c(=O)cc(C(=O)Nc3nnc(C)s3)oc2c1	?
CC(Sc1ccccn1)C(=O)NC(C)c1ccc(F)cc1 (stereo not drawn)	?
Cn1cc(CN2CCOC[C@H]2c2nc(C(C)(C)C)co2)c2ccccc21	20%[176 µM]
CC(C)CN1CCN(c2nc3c(c(=O)[nH]c(=O)n3C)n2Cc2ccccc2F)CC1	-13%
Cc1cccc(-c2ocnc2C(=O)N2C[C@@H](Oc3ccccc3)C[C@H]2C(=O)N2CCCC2)c1	35%[activator]
Cc1ccccc1Nc1nc(-c2cc3cc(Cl)ccc3oc2=O)cs1	?
CNC(=O)c1ccc(CN(C(=O)NCC(F)(F)F)C2CC2)cc1	16%
CC(C)c1ccc(C(=O)N2C3CCCC2CC(=O)C3)cc1	17%[176 µM]
CCOc1ccccc1NC(=O)N1C[C@@H](F)C[C@H]1C(=O)N1CCCCC1	45%[activator]
COc1ccc(-c2cc(C(=O)NC3CC3)c3c(C4CCCNC4)noc3n2)cc1 (stereo not drawn)	5%[6.33 µM]
COCCNC(=O)c1nc2c(o1)CCN(Cc1ccc(OC)cc1)CC2	6%[176 µM]
CN(c1cccnc1)c1ccc(NC(=O)Cc2cn(Cc3ccccc3)c3ccccc23)cc1Br	-6%
Cc1ccccc1NC(=O)Cc1nnc(SCC(=O)NC23CC4CC(CC(C4)C2)C3)n1C	?
CCCCn1c(=O)[nH]c(=O)c2c1nc(CSc1nccn1-c1cccc(C)c1)n2C	-27%
Cc1nn(C)c2c(=O)n(CC(=O)NCc3ccccc3)ccc12	-3%
CN1CCC(CCNC(=O)C2CCCN(S(=O)(=O)c3ccccc3)CCC(=O)NCC2)CC1 (stereo not drawn)	1%
Cc1cnc(C2CCN(C(=O)NCC(C)C)C2)n1C(C)C (stereo not drawn)	40%
Cc1ccc(NC(=O)N[C@@H](CC(C)C)C(=O)O)cc1Cl	?
Fc1ccc(CN2CCC(Cc3nc(-c4cccnc4)n[nH]3)C2)cc1F (stereo not drawn)	61%[activator]
CCc1nnc(NC(=O)C2CC(=O)N(c3n[nH]c4ccccc34)C2)s1 (stereo not drawn)	43%[activator]
COc1ccc(CCNC(=O)CN2C(=O)C(c3ccccc3)=NC23CCCCC3)cc1OC	13%
Cc1nc(-c2cn(C3CCCN(C(=O)c4cccc(C#N)c4)C3)nn2)no1 (stereo not drawn)	11%
Cc1ccc(S(=O)(=O)N2CCCC(Cn3c(C)nc4cccnc43)C2)c(C)c1 (stereo not drawn)	17%
CCc1ccccc1NC(=O)CSC1=C(C#N)C2(CCC(C(C)(C)C)CC2)C(C#N)C(=O)N1 (stereo not drawn)	?
O=C(CCC1CCN(C(=O)c2ccccc2)CC1)NCCCN1CCCC1=O	22%
CCOc1ncccc1C(=O)N(C)Cc1nc(-c2ccccc2)no1	80%[activator]
C[C@H]1COc2cc(Br)ccc2S(=O)(=O)N1Cc1cn(Cc2ccc(Br)cc2)nn1	42%[activator]
CCCS(=O)(=O)C(C)C(=O)O (stereo not drawn)	-50%
CC(=O)N1CCC2(CC1)CN(C(=O)c1cccc3[nH]ccc13)Cc1ccccc1O2	8%[6.33 µM]
CCOc1ccc(C2Cn3nnc(-c4nc(-c5ccc(C)c(C)c5)no4)c3CO2)cc1 (stereo not drawn)	58%[activator]
Cc1c(F)cccc1NC(=O)N1CCCC(Cn2c(C)nc3cccnc32)C1 (stereo not drawn)	?
CCN1C(=O)CCN(C(=O)N(C)C)CC12CCOCC2	-3%
CCOc1ccc(C(=O)NC23CC4CC(CC(C4)C2)C3)cc1	12%
Cc1[nH]c2ccccc2c1C(=O)N1CCN(S(=O)(=O)c2ccccc2F)CC1	?
COc1ccc(C(=O)N2CCC(n3cc(-c4nc(C)no4)nn3)C2)c(C)c1 (stereo not drawn)	12%
CN(C)C[C@@H]1CN(c2ncccn2)C[C@H]1NC(=O)Cc1cccc(Cl)c1	39%[activator]
COc1cccc(N2CCN(C(=O)[C@H]3CCC[C@H]3NC(=O)c3cnc(C)cn3)CC2)c1	32%
Cc1nn(CC(=O)NCc2cccnc2)c(=O)c2nc(-c3ccccc3)sc12	58%[activator]
COc1ccccc1CNC(=O)CCc1ccc2c(c1)CN(S(C)(=O)=O)CCO2	-3%
O=C(NCc1ccccc1)[C@H]1CCCN1C(=O)[C@H]1CCCN1C(=O)c1ccc(OC(F)(F)F)cc1	0%
O=C(c1cccnc1)N1CCCCCCn2c(nnc2-c2ccc(F)cc2)CC1	15%

Given with bars between the fields: 3 of the compounds above.
SMILES | 12-LOX inh
Cc1c(F)cccc1NC(=O)N1CCCC(Cn2c(C)nc3cccnc32)C1 (stereo not drawn) | ?
CCN1C(=O)CCN(C(=O)N(C)C)CC12CCOCC2 | -3%
CCOc1ccc(C(=O)NC23CC4CC(CC(C4)C2)C3)cc1 | 12%

Going on with the list:
SMILES	12-LOX inh
O=C1CCC(C(=O)OCc2ccc(F)cc2)=NN1	-13%
CC1(C)CNC(=O)c2nc(CCN3CCC(C(N)=O)CC3)[nH]c2C1	77%[activator]
COCCNC(=S)N(CCC#N)CCN(CCC#N)C(=S)NCCOC	?
O=C1CC(c2ccccc2)N(C(=O)C2CC2)CCCN(C(=O)CC2CCCCC2)CCN1 (stereo not drawn)	31%[activator]
CCCCn1nc(C(=O)N(C)Cc2ccccc2N2CCCCC2)c2ccccc2c1=O	-29%
Cc1ccc(S(=O)(=O)N2CCN(C(=O)c3cc4cc(C)ccc4nc3C)CC2)c(C)c1	-27%
O=C(Nc1ccc(-c2cnc(C3CC3)o2)cc1)c1ccc(F)cc1	-5%
CC(C)c1nnc(NC(=O)C2CC(=O)N(c3n[nH]c4cc(Br)ccc34)C2)s1 (stereo not drawn)	?
CCN(CC)C(=O)[C@@H]1C[C@H](N)CN1C(=O)c1ccc2c(c1)OCC(=O)N2	6%
CC(C)(C)c1cc(C(=O)O)cc(C(C)(C)C)c1O	-2%
CNC(=O)C1N(C(C)C)C(=O)C12CCCCC2 (stereo not drawn)	-1%
COc1ccc(NC(=O)NCC2CCOCC2)c(C)c1	-13%
O=C1CC(c2ccccc2)N(C(=O)CNC(=O)C2CC=CC2)CCCCCN1 (stereo not drawn)	4%
CC(C)(C)SCC(=O)NCC1CCN(c2ccccc2)C1 (stereo not drawn)	?
Cc1cc(C)c2c(=O)cc(C(=O)N3CCC(Cc4ccccc4)CC3)oc2c1	-11%

Records listed above shown as hits in 12-LOX inh:
SMILES	12-LOX inh
c1ccc2cc(CN3CCN(Cc4c[nH]c5ccccc45)CC3)ccc2c1	1.8µM*

Additional entries follow:
SMILES	12-LOX inh
O=C(CSc1ccc(Cl)cc1)c1cc2ccccc2oc1=O	7.1µM*
O=c1[nH]c(N2CCOCC2)nc2c1CCN(Cc1cc(F)ccc1F)CC2	36%
COc1ccccc1C(=O)Oc1ccc2c(=O)c(-c3ccccc3OC)c(C)oc2c1	-28%
CC1(C(=O)NCc2ccc(F)cc2)COCc2cnc(Nc3ccccc3)nc21 (stereo not drawn)	-4%[176 µM]
COc1ccc(NC(=O)Cn2ccn3nc4c(c3c2=O)CCCC4)cc1OC	26%
CC1CCC(=NNC(=S)NCc2ccccc2)CC1 (stereo not drawn)	?
CCOc1cc(/C=C(/C#N)c2ccc(OC)c(OC)c2)cc(Br)c1OCCOc1ccc(C)cc1	9%
O=c1ccc(N2CCC(NS(=O)(=O)c3ccccc3Cl)CC2)nn1CC1CC1	?
O=C(c1ccoc1)N1CCCC(n2cc(-c3nc(-c4ccccc4)no3)nn2)C1 (stereo not drawn)	-25%
O=C(O)COc1ccc(/C=C2\NC(=O)NC2=O)cc1Br	2%
O=C(C1CC1)N1CCC(OC2CCN(Cc3cccnc3)CC2)CC1	58%[activator]
CC(C)CNC(=O)C1CCN(C(=O)c2ncn3c2COC(c2ccc(F)cc2)C3)CC1 (stereo not drawn)	2%
Cn1cc(C2c3nccn3CCCN2C(=O)c2ncccc2F)cn1 (stereo not drawn)	11%
CC(=O)N1CCCN(CC[C@H]2CN(C(=O)c3ccnc(Cl)c3)CC[C@H]2CC(=O)O)CC1	1%
Oc1ccc(-c2nc(-c3cc(F)ccc3F)cs2)cc1	?

Pulled one by one from the entries so far (3):
SMILES	12-LOX inh
O=C(CSc1ccc(Cl)cc1)c1cc2ccccc2oc1=O	7.1µM*
CC1(C(=O)NCc2ccc(F)cc2)COCc2cnc(Nc3ccccc3)nc21 (stereo not drawn)	-4%[176 µM]
COc1ccc(NC(=O)Cn2ccn3nc4c(c3c2=O)CCCC4)cc1OC	26%

An excerpt of these results, field by field:
compound: COc1ccccc1C(=O)Oc1ccc2c(=O)c(-c3ccccc3OC)c(C)oc2c1
- 12-LOX inh: -28%
compound: CC1(C(=O)NCc2ccc(F)cc2)COCc2cnc(Nc3ccccc3)nc21 (stereo not drawn)
- 12-LOX inh: -4%[176 µM]

Continuation.
SMILES	12-LOX inh
Cc1ccc(-n2nnnc2C(C)(C)N2CCOCC2)cc1	?
Clc1ccc(-n2ncc3c(NC4CCCCCC4)ncnc32)cc1	-6%
CCOc1ccc(C(=O)N2CCC(Cc3nc(-c4cnccn4)no3)CC2)cc1OCC	40%[activator]
Cc1cccc(C(=O)NC(CC(=O)O)c2ccc(C(C)(C)C)cc2)c1 (stereo not drawn)	-33%
COc1ccc2[nH]c(C(=O)NCC(=O)N3CCCCCNC(=O)CC3c3ccccc3)cc2c1 (stereo not drawn)	8%
O=C(Oc1ccccc1)N1CCC(Oc2cnc3c(ccn3-c3cncnc3)c2)CC1	?
CCOC(=O)N(C)[C@H]1C[C@H]2c3[nH]c4c(-c5ccc6c(c5)OCO6)cccc4c3CCN2C(=O)[C@H]1[C@H](C)O	-15%
Clc1ccc(Cn2ccnc2-c2cc3n(n2)CCCNC3)cc1Cl	70%[activator]
Cc1cc(C(=O)N[C@@H]2CN(c3ncccn3)C[C@H]2CO)n(C)n1	24%
Cc1ccc(-c2cc(N3CCC(CNC(=O)c4ccc(=O)[nH]c4)CC3)n[nH]2)cc1	15%
COCCCNc1nc2c(S(=O)(=O)c3ccc(C)cc3)nnn2c2ccccc12	3%[6.33 µM]
N[C@H]1CCN2C(=O)c3cc(-c4ccccc4F)ccc3NC(=O)[C@H]12	13%[176 µM]
Cc1ccccc1NC(=O)N1CCC(CCNC(=O)CCCc2ccccc2)CC1	11%
C[C@H](c1ccccc1)N1C[C@@H](COCc2ccccc2)Oc2cccc(Oc3ccc(C(C)(C)C)cc3)c2S1(=O)=O	7%
CCOc1ccccc1NC(=O)CCc1ccc(-c2ccc(C)c(C)c2)o1	-63%
COc1ccc2[nH]cc(CN3CCC4(CC3)CC(C(=O)N3CCOCC3)N(C)C4)c2c1 (stereo not drawn)	28%
CCn1c(-n2nc(C)c(C)c2C)nc2c1c(=O)n(CC(=O)OC)c(=O)n2C	44%[activator]
O=C(CCc1ccccc1)N1CCC(Oc2ccc(C(=O)N3CCOCC3)cn2)CC1	36%[activator]
CC(C)N1CCCC(CNC(=O)CCc2c[nH]c3ccccc23)C1 (stereo not drawn)	43%[activator]
CC(=O)N[C@@H]1CN(Cc2cccn2C)C[C@H]1CO	279%[activator]
COC(=O)c1cccc2c1CCCN2C(=O)c1cnc2c(cnn2C(C)C)c1	6%
CCC(C)NC(=O)Cc1c(C)[nH]c2ccc(F)cc12 (stereo not drawn)	2%
CCOC(=O)c1cnc(Nc2ccccc2F)c2ccccc12	18%
Cc1ccccc1C(=O)N1CCc2c(cnc(C)c2CNC(=O)CN2CCCCC2)C1	6%
COC1C(=O)N(C2CCN(Cc3scnc3C)CC2)C12CCOCC2 (stereo not drawn)	48%[activator]

Bioassay records from PubChem.
